Compound activity: PubChem, National Center for Advancing Translational Sciences (NCATS)
PLK1 PBD inh – PLK1 (human) polo-box domain binding inhibition; Plk1 PBD binding of FITC phosphopeptide, fluorescence polarization; Potency, µM, for the others: max response, negative = inhibition, actives largely listed as inhibitors; hit rate 2.8% among 360,000; AID 720504; note: potency is the fitted concentration of half-maximal effect; series mostly up to about 57 µM; % is set by controls: 0 for no effect and ±100 for the full control effect; nearly all actives have a fitted effect of over 65% in size
EPAC1 agonist – agonists of human EPAC1. hit rate 0.073% among 360,000. EPAC1 agonist qHTS, biochemical assay; response scale: 100% = response to 6.5 mM cAMP. AID 720707. Potency, µM (highest dose often 154 µM), for inactives: at the highest dose activation, most hits filed as activators; note: potency is the fitted concentration of half-maximal effect; nearly all actives have a fitted effect of over 60% in size
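Compounds were pinned as a concentration titration into mixtures of EPAC1 (100 nM), BODIPY-GDP-loaded Rap1B (250 nM) and GDP (50 uM). After 5 min at room temperature, fluorescence was followed for 30 min; activity was scaled to 6.5 mM cAMP.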
Abeta rescue – restores growth of yeast expressing A-beta42 peptide | yeast expressing A-beta42, growth rescue, OD600, 48 h; response scale: 0% DMSO, 100% iron-clioquinol control | Potency, µM (titrated, usually from 46.1 µM), without a hit: at the top dose growth rescue, actives largely listed as activators | hit rate 0.063% among 410,000; note: potency is the fitted concentration of half-maximal effect; nearly all actives have a fitted effect of over 55% in size
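Yeast growth medium received pinned compounds, then yeast cells expressing toxic A-beta were added; plates incubated at 30 C for 48 hr. Growth read as absorbance at 600 nm, normalized to DMSO and equimolar FeCl3 plus clioquinol controls.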
PI5P4K alpha inh – inhibitors of human PI5P4K alpha; hit rate 1.2% among 330,000; AID 652105; max response, %; P48426; PI5P4Kalpha enzyme, ADP-Glo luminescence, 60 min; stronger effect = lower value; active = max response of -50% or lower; inconclusive = between -30% and -50%; inactive = -30% or higher; note: value at the top dose of about 77 µM; % is set by controls: 0 for no effect and ±100 for the full control effect
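Single end-point luminescence (ADP-Glo) quantified ADP from PI5P4Kalpha turnover; ATP 5 microM final, 1 h at RT, 0.1% CHAPS and 0.28 mM EGTA in HEPES pH 7.4.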
IL-2 act – IL-2 activation. IL-2 activation reporter assay, cell-based qHTS; stimulated with anti-CD3/CD4/CD28 beads; in transgenic mouse T cells. activation, % (series mostly up to about 46 µM). hit rate 0.065% among 360,000. AID 652025; in the data active = activation above about 50%; inconclusive = mostly about 30% to 49%; note: 0% is about no effect
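Using fluorescent plate cytometry, EGFP and DsRed are detected in transgenic mouse T cells stimulated 18 h at 37 degrees C with antibody-coated beads after 60 min compound pretreatment.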
EPAC1 antag – antagonists of human EPAC1. O95398. EPAC1 GEF assay, Rap1b-BODIPY-GDP exchange fluorescence. hit rate 0.14% among 360,000. Potency, µM (highest dose often 115 µM), for the others: top-dose activity change, negative = inhibition, most hits filed as inhibitors;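 note: potency is the fitted concentration of half-maximal effect; plate controls were vehicle for no effect and positive control for full effect; nearly all actives have a fitted effect of over 50% in size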
WRN helicase inh – inhibitors of human WRN helicase. Q14191. WRN helicase unwinding, fluorescent forked duplex, kinetic. Potency, µM (top dose mostly 114 µM), for the others: at the highest dose activity change, negative = inhibition, hits mostly inhibitors. hit rate 0.46% among 360,000. AID 651768; note: potency is the fitted concentration of half-maximal effect; % is set by controls: 0 for no effect and ±100 for the full control effect; nearly all actives have a fitted effect of over 55% in size
Target sequence (Q14191 whole entry, looked up): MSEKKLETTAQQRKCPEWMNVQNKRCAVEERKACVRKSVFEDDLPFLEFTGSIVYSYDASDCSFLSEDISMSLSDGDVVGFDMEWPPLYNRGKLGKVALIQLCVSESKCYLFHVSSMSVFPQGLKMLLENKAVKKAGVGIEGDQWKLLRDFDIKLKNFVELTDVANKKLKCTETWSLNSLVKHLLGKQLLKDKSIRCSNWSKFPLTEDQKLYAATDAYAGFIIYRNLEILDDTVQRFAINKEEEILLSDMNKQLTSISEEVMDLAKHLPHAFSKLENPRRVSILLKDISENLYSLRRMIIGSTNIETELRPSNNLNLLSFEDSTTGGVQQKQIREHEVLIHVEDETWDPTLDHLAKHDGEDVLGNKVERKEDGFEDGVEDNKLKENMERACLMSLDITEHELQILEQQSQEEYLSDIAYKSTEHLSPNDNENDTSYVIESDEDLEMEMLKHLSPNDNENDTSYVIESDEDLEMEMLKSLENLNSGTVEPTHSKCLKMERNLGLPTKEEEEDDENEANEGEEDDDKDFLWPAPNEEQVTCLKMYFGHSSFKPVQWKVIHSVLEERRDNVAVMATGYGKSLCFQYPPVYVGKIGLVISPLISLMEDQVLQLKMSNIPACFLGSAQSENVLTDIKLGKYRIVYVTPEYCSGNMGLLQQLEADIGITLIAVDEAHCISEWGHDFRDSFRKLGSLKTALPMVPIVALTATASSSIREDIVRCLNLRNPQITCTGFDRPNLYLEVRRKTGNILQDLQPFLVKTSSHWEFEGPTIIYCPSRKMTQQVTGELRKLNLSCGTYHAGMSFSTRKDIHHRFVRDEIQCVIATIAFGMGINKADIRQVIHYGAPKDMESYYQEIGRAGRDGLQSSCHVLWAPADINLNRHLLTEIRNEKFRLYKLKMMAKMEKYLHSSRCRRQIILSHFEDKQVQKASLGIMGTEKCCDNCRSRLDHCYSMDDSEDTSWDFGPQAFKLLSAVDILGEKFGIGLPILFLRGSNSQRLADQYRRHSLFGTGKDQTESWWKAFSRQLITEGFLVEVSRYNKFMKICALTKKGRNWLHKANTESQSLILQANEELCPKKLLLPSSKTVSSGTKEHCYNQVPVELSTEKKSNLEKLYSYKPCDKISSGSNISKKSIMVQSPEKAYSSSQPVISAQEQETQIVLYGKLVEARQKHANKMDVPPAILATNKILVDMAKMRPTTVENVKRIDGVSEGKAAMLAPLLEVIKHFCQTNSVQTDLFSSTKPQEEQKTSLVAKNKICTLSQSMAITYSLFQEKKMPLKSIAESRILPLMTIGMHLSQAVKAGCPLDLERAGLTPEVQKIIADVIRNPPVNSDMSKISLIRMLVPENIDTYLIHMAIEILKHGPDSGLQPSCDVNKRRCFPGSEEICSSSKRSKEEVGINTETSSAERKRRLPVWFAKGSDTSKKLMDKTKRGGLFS
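WRN at 20 nM final was preincubated with compound for 15 min at room temperature; reaction started with 100 nM forked duplex oligonucleotide carrying fluorophore and quencher plus 2 mM ATP (final). Unwinding followed kinetically by red fluorescence (ex 525/em 598 nm).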
FUS suppressor – FUS proteinopathy suppression in yeast. Potency, µM (doses to about 76.6 µM), for the others: top-dose growth rescue (activation), hits mostly activators. AID 1347120. S. cerevisiae FUS-expressing, growth rescue, OD600, 24 h. hit rate 0.24% among 390,000;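 note: potency is the fitted concentration of half-maximal effect; plate controls were DMSO vehicle for no effect and reference control for full effect; nearly all actives have a fitted effect of over 55% in size; some results filed as inactive show a strong effect at the top dose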
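Cultures pregrown in 2.5% raffinose medium are shifted to minimal medium containing 2% galactose to express toxic FUS. Compounds are tested at several concentrations. After 24hr at 30C, growth is quantified at 600 nm absorbance.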
Starred values were filed as active, the others as inactive; ? = inconclusive; nt = no result given; & = joins results of further samples; ! = a repeat was not active; [ ] = remark or other dose. Unless noted, calls come from the whole dose curve; as a rule, active = well fitted curve in the direction sought with a large enough effect; inconclusive = small, poorly fitted or top-dose-only effect, or another doubt; inactive = no such curve, though single readings can be large; an effect the other way counts as inactive or inconclusive.

structure,PLK1 PBD inh,EPAC1 agonist,Abeta rescue,PI5P4K alpha inh,IL-2 act,EPAC1 antag,WRN helicase inh,FUS suppressor
O=c1[nH]c(/C=C\c2cccc(O)c2)nc(O)c1[N+](=O)[O-],3.7%,9.5%,-2.5%,-81.4*,-0.1,?,-12.0%,-11.8%
COc1ccc(OCCSCc2nnc(NC(=O)Nc3ccc(Cl)cc3)s2)cc1,-11.2%,-11.5%,7.7%,-2.1,-1.0,-7.4%,1.9%,2.8%
Cc1cnc(C(=O)OCC(=O)Nc2sc3c(c2C(N)=O)CCCC3)cn1,-2.9%,1.2%,5.6%,-19.8,2.2,-2.3%,-3.2%,nt
CCCCCc1cc(=O)oc2c(C(CCN3CCN(c4ccccc4)CC3)c3ccc(N(C)C)cc3)c(OC)cc(OC)c12 (centres undefined),1.2%,-8.1%,-21.3%,-6.0,-0.4,6.1%,1.3%,42.4%
CCN(CC(=O)Nc1ccc(Cl)c(S(=O)(=O)N(C)C)c1)Cc1nc2ccccc2c(=O)[nH]1,-13.8%,4.8%,8.0%,-10.8,-0.1,1.3%,-14.6%,31.6µM*
CC(C)n1c(CCCO)nc2ccccc21,-6.8%,14.0%,-5.7%,nt,3.0,-14.2%,8.4%,14.5%
Oc1c(Br)cc(CNC2CCCCC2)cc1Br,-28.5%,5.9%,4.7%,?,-0.5,-0.8%,-4.9%,17.9%
CCS(=O)(=O)c1c(S(=O)(=O)CC)c2ccccn2c1C(N)=O,-9.6%,2.5%,-3.1%,0.1,-0.1,-4.4%,-1.9%,-5.3%
COc1cc(OC)cc(-c2c(-c3cccs3)c3cc(-c4ccn[nH]4)ccc3n2C)c1,-3.1%,13.2%,7.2%,11.8,-0.2,-24.7%,-0.1%,?
COc1ccc(CCNC(=O)COC(=O)c2ccc(OC)cc2OC)cc1,-13.0%,-5.4%,-15.1%,0.7,0.1,6.1%,-31.1%,18.8%
CC1CN(C(=O)c2cccn(Cc3c(Cl)cccc3Cl)c2=O)CC(C)O1 (centres undefined),6.0%,2.2%,0.2%,-1.7,-1.1,2.1%,-4.1%,16.4%
CC(=O)OC1CCC2(C)C(COc3ccc4ccc(=O)oc4c3)C(C)(O)CCC2C1(C)C (centres undefined),-8.8%,2.5%,-3.1%,-0.2,-0.7,-3.5%,-3.7%,?
Cc1ccc(S(=O)(=O)Nc2ccc(N(C)S(=O)(=O)c3ccc(C)cc3)cc2)cc1,-11.2%,20.6%,3.0%,4.5,0.8,-0.3%,-10.1%,42.2%
CN1CCc2c(sc3c2c(=O)n(-c2ccccc2)c2nnc(SCc4ccccc4)n32)C1,?,6.0%,11.6%,?,-0.8,-28.4%,7.0%,?
CCOC(=O)C1=C(C)NC(C)=C(C(=O)OCC)C1C(=O)OCC(=O)N(C)C1CCS(=O)(=O)C1 (centres undefined),-8.3%,-2.0%,-19.5%,12.7,2.3,2.4%,-3.5%,14.1%
CCNC(=S)NNc1ccccc1,-10.8%,7.8%,3.0%,-2.7,-4.6,-15.4%,-9.0%,-10.0%
COCc1cc(C)nc2sc(C(=O)NC3CCCCC3)c(N)c12,-2.7%,2.7%,-0.8%[9.22 µM],-13.4,0.8,-8.7%,-25.5%,-30.1%
Cc1ccc(CCNC(=O)C2CCCN2S(=O)(=O)c2ccc3c(c2)CCC(=O)N3)cc1 (centres undefined),5.8%,-5.4%,-8.8%,11.4,-2.7,-24.3%,-4.8%,6.0%
COc1ccc(CNC(=S)Nc2ccc(-c3ccccc3)cc2)cc1,-27.5%,4.5%,3.2%,-10.7,-1.3,-13.4%,-8.1%,4.6%
CN(C)c1ccc(-c2sc(Nc3ccccc3)n[n+]2-c2ccc(F)cc2)cc1,12.8%,-11.8%,-3.8%,-5.5,-0.4,-9.3%,-1.6%,13.4%
C/C(CC(=O)NC1CCCCC1)=N\NC(=O)c1ccc(Br)cc1,0.2%,-2.8%,-17.1%,30.4,-0.9,-5.2%,-7.6%,-3.4%
CCOc1ccc(CN2C(=O)c3ccccc3C2C(=O)NCc2cccnc2)cc1 (centres undefined),-7.6%,-2.0%,-11.0%,nt,-2.4,-2.7%,2.8%,5.0%
CSCC(=O)N1CCC(n2nccc2NC(=O)c2ccc3c(c2)OCO3)CC1,7.1%,-5.1%,9.4%,6.8,-0.7,-7.8%,1.0%,-18.0%
Cc1ccc2nc(SCC(=O)c3cc(C)n(C)c3C)[nH]c2c1,-3.3%,8.0%,21.9%,-12.3,0.0,7.6%,-5.0%,18.5%
COc1cccc(OCC(=O)N2CCC3(CC2)CC(=O)c2ccccc2O3)c1,-5.2%,4.7%,-2.7%,0.3,-0.3,-1.4%,-35.7%,24.0%
[O-]/[N+](=C\c1ccc(F)cc1)c1ccccc1,-8.6%,13.5%,5.1%,nt,-1.3,-6.0%,-9.5%,-8.5%
Cc1ccn2c(=O)nc(SCC(=O)NCc3ccccc3Cl)nc2c1,-11.0%,9.8%,15.5%,-58.8*,1.4,2.3%,?,23.5%
CCn1ncc(Br)c1C(=O)Nc1cccc(F)c1,-14.6%,0.5%,-2.6%,-0.4,-1.9,9.6%,-6.9%,13.2%
CC(C)NC(=O)c1ccc(-n2nc(C(F)(F)F)c3c2CCCC3)cc1,-0.5%,0.0%,4.0%,6.0,-0.1,5.4%,-11.7%,-4.5%
CC(C)NC(=O)C1C(c2ccc(C(F)(F)F)cc2)=Nc2ccccc2N1C(=O)c1ccco1 (centres undefined),-6.4%,-1.0%,-7.8%,0.4,-0.1,-9.7%,-4.3%,36.1%
COc1cc(CN2C[C@@H](CO)O[C@@H](n3cnc4c(NC5CCCC5)ncnc43)C2)cc(OC)c1OC,-6.7%,-17.4%,20.6%,-1.1,0.7,-23.4%,0.6%,3.1%
Cc1ccc(NC(=O)CSc2nc3ccccc3nc2N2CCOCC2)cc1,-8.8%,2.1%,21.7%&9.1%,9.2,-2.5,2.0%,-0.9%,31.6µM*!
O=C(O)CSc1nnc(-c2cccc(S(=O)(=O)N3CCCCC3)c2)o1,-8.5%,-3.5%,-17.6%,-9.6,1.1,0.8%,3.9%,5.8%
O=C(N/N=C\c1cccc(Cl)c1)c1ccc(Cn2cccn2)o1,8.9%,-14.0%,7.3%,0.9,0.2,20.5%,-15.7%[57.1 µM],9.1%
COc1ccc(Cc2nn3c(Cn4nnc5ccccc54)nnc3s2)cc1,21.2µM*,0.2%,19.3%,?,-0.8,10.0%,-14.4%,27.8%
O=C(CNC(=O)c1ccccc1Br)N/N=C\c1cc([N+](=O)[O-])cc(Br)c1O,-11.1%,-4.7%,-52.0%[inhibitor],-20.0,0.0,-19.1%,-25.4%,-0.1%
O=C(NCc1ccc(F)cc1)C(=O)NCC1OCCN1S(=O)(=O)c1ccc2c(c1)OCCO2 (centres undefined),5.4%,-1.0%,-0.5%,0.9,-3.2,-2.5%,-2.0%,16.4%
CCCNc1ncnc2onc(C)c12,-1.0%,-6.2%,9.1%&-8.3%,-7.5,-0.1,-21.3%,4.7%,-33.0%&-8.8%
CCn1c(SCC(=O)Nc2ccccc2C(=O)OC)nnc1-c1ccoc1C,-9.4%,-1.9%,18.9%,3.7,-3.1,0.0%,8.3%,26.9%
Cc1cc(Nc2ccc(C)c(Br)c2)n2nc(C)nc2n1,0.1%,4.8%,3.3%,-5.6,-2.9,-6.2%,4.3%,-16.6%
O=C1C=CC(O)(c2cc(=O)c3c(O)cc(O)cc3o2)C=C1,-22.0%,0.1%,6.0%,?,-0.7,-6.1%,-13.0%[11.6 µM],-16.9%
Cc1ccc(S(=O)(=O)CCC(=O)Nc2ccc3c(c2)OCO3)cc1,-2.3%,-1.7%,-8.5%,-0.4,1.3,0.4%,-5.9%,22.1%
CCOC(=O)N1CCN(C(=O)c2ccc(CNS(=O)(=O)c3ccc(C)cc3)cc2)CC1,0.8%,1.6%,?,-5.6,0.8,0.0%,-1.5%,14.3%
COc1cccc(NC(=O)CN(C)C(=O)CCSc2ccc(C)cc2)c1,-4.3%,-6.9%,8.4%,2.8,-0.8,-15.7%,-4.4%,26.0%
O=C(CN1CCCC1)Nc1sc2c(c1C(=O)Nc1ccccc1)CCCC2,-9.9%,-4.5%,21.6%,-3.9,0.6,0.3%,-22.9%,12.5%
CCCCc1ccc(NC(=O)COCC)cc1,-8.0%,-0.3%,3.4%,4.6,1.7,10.1%,-13.3%,23.7%
O=c1[nH]nc(-c2ccc(F)cc2)cc1Cc1ccc(F)cc1,0.0%,-7.4%,-5.1%,-3.2,-2.0,-9.5%,2.3%,0.4%
COc1ccc(C(=O)N2CCN(C)C(C)C2)cc1OC1CCN(C(C)=O)CC1 (centres undefined),-3.4%,0.2%,8.8%,-2.7,0.2,-6.1%,-24.1%,nt
CCOC(=O)c1c(N)sc2c1CCC1C(=O)N(C3CCCCC3)C(=O)C21 (centres undefined),18.9µM*,5.8%,-18.7%,-27.4,-0.6,-12.3%,-12.0%,28.2µM*
Cc1ccc(C(=O)Nc2nc(COc3ccccc3)cs2)s1,-1.7%,29.0%,13.2%,nt,-0.7,2.5%,-9.7%,-21.0%
CCCCCC(=O)N/N=C/c1ccc([N+](=O)[O-])o1,-5.3%,12.9%,-16.8%,nt,23.7,2.1%,-15.9%,-1.1%
COC(=O)C1CCN(c2nc3ccccc3nc2C(C#N)C(=O)OCC(C)C)CC1 (centres undefined),-15.9%,7.6%,-2.9%,-5.4,0.6,15.4%,7.2%,-5.8%
O=C(Cn1c(=O)[nH]c2ccsc2c1=O)N1CCN(c2ccc(F)cc2)CC1,-7.5%,-4.0%,-5.6%,0.0,-4.2,-11.2%,-4.5%,5.8%
O=C(CCC(=O)c1cccs1)OCC(=O)c1ccccc1,-6.4%,-6.7%,0.0%,1.2,0.3,2.8%,-0.7%,nt
CC(C)c1nnc(SCC(=O)Nc2ccc3c(c2)OCCO3)n1C,-1.7%,-6.3%,-8.7%,7.5,-0.9,5.5%,4.3%,15.8%
